Glioma ERSR ind: qHTS for Inducers of the Endoplasmic Reticulum Stress Response (ERSR) in Human Glioma: qHTS; 0.02% of 420,000 active; AID 602332, 2012; Potency, µM, for the others: at the top dose activation, most hits filed as activators; U87-MG GRP78 promoter luciferase reporter, 16 h; further: potency means the concentration at half of the fitted maximal effect; series mostly up to about 76 µM; % of control where 0% means no effect; nearly all actives have a fitted effect of over 35% in size
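ERSR induction read as luciferase luminescence (Bright-Glo, 10 min at room temperature) in stably transfected human U87-MG glioma cells exposed to compounds for 16 h, using GRP78 as sensor.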
ERG Ets-DNA blk: qHTS for Small Molecule Inhibitors of the ERG Ets/DNA interaction; fluorescence polarization, His-ERG Ets domain / labelled DNA; Potency, µM (doses to about 76.9 µM), inactives show at the highest dose FP activity, negative = inhibition, hits mostly inhibitors; Transcriptional regulator ERG (Homo sapiens), P11308; 0.028% of 370,000 active; active means well fitted inhibition curve with a large enough effect in the polarisation, with a control signal flat; inconclusive means small, poorly fitted or top-dose-only effect, or effect the other way, or a change in a side signal; inactive means no such curve, though single readings can be large or run the other way; the % refers to the polarisation;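 further: polarization taken with two DNA probes labelled with fluorescein and Texas red; potency means the concentration at half of the fitted maximal effect; % of control where 0% means no effect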
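His-tagged ERG Ets domain (1 uM in the protein solution; 300mM KCl, 50mM Tris-HCl, 1mM EDTA, 1mM DTT, pH 7.5) received compound, then a probe mix of 5 nM fluorescein-DNA and 100nM Texas-615-DNA. Fluorescence polarization was read for both dyes.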
LDHA block: qHTS assay for inhibitors of human lactate dehydrogenase; AID 1347041, 2019; L-lactate dehydrogenase A chain (Homo sapiens), P00338; purified LDHA, NADH/diaphorase-resazurin fluorescence; hits give low values; 0.15% of 480,000 active; activity change, % (values are at about 110 or 230 µM); in the data active means activity change below about -30%; inconclusive means mostly about -25% to -30%;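 further: plate controls were DMSO wells for no effect and wells without enzyme for full effect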
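Resorufin fluorescence (ex540/em590), read at 0 and 20 min after diaphorase/resazurin addition, reports the NADH left after a 5 min room-temperature reaction of 2 nM human LDH5 with 0.06 mM NADH and 0.2 mM pyruvate.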
RGS4 inh: Inhibitors of Regulator of G Protein Signaling (RGS) 4: qHTS. Regulator of G-protein signaling 4 (Homo sapiens), P49798. Transcreener GDP fluorescence polarization, RGS4-accelerated GTP hydrolysis. Potency, µM (series often up to 114 µM), for the others: top-dose activity change, negative = inhibition, usual class: inhibitors. 0.039% of 390,000 active; further: potency means the concentration at half of the fitted maximal effect; on the % scale 0 is the no-effect control and ±100 the full control effect; nearly all actives have a fitted effect of over 75% in size; some results filed as inactive show a strong effect at the top dose
Target sequence (P49798 whole entry, looked up): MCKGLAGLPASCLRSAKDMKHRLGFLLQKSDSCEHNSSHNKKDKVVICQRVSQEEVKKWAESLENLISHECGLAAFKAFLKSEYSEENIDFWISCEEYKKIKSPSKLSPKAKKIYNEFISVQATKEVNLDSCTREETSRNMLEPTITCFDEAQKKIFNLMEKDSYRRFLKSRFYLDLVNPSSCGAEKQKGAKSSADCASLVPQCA
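MLSMR compounds (23 nl, pin-transferred) preincubated 10 min at room temperature with a 500nM (2x) first reagent, then RGS4 at 900nM (2x) plus Transcreener GDP mix added; fluorescence polarization (620/688 nm) read before and after 90 min at 30 °C.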
Vif-APOBEC3G blk: qHTS for Inhibitors of Vif-A3G Interactions: qHTS; DNA dC->dU-editing enzyme APOBEC-3G (Homo sapiens), Q9HC16; AID 602310, 2012; HeLa A3G-eYFP + Vif (tagged APOBEC3G with the HIV-1 protein that degrades it), YFP fluorescence, overnight; Potency, µM (top dose mostly 46.1 µM), without a hit: top-dose activity, negative = active, most hits filed as inhibitors; 0.076% of 410,000 active;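 further: potency means the concentration at half of the fitted maximal effect; on the % scale 0 is the no-effect control and ±100 the full control effect; nearly all actives have a fitted effect of over 60% in size; hits raise eYFP signal because A3G escapes Vif-driven loss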
Target sequence (Q9HC16 whole entry, looked up): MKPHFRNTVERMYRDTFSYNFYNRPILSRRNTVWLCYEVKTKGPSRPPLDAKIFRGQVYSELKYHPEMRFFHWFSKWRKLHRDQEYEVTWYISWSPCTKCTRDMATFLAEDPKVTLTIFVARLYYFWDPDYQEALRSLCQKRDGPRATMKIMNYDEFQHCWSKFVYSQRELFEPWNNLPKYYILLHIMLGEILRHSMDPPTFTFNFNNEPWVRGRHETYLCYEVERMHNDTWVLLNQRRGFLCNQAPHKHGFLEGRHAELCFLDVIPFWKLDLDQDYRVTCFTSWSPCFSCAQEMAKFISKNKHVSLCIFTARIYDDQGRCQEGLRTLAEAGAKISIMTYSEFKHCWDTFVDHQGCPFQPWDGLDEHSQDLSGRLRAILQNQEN
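HeLa cells stably expressing Vif and C-terminally eYFP-tagged A3G, seeded overnight at 37 deg C, then exposed to compound by pintool overnight at 37 deg C. Rise in yellow fluorescence (Ex 488/Em 500-530, Acumen) marks blocked Vif-driven A3G degradation.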
Vif-APOBEC3F blk: qHTS for Inhibitors of Vif-A3F Interactions: qHTS; HeLa A3F-eYFP + Vif (tagged APOBEC3F with the HIV-1 protein that degrades it), YFP fluorescence increase; Potency, µM (series often up to 46.1 µM), inactives show top-dose activity, negative = active; 0.2% of 390,000 active; AID 602313, 2012; further: potency means the concentration at half of the fitted maximal effect; % of control where 0% means no effect; nearly all actives have a fitted effect of over 65% in size
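HeLa cells stably expressing A3F-eYFP plus Vif, plated and incubated overnight at 37 deg C, then exposed to compounds overnight at 37 deg C. Blocked degradation read as raised yellow fluorescence (Ex 488/Em 500-530).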
D2 antagonist: HTS Assay for Allosteric Antagonists of the Human D2 Dopamine Receptor: Primary Screen for Antagonists; HEK293 TREx D2 cells, calcium flux, dopamine EC80; inhibition, % at 10 µM; 2% of 340,000 active; AID 485344, 2010; in the data active means inhibition above about 30%; further: 0% is about no effect
Target sequence (P14416 whole entry, looked up): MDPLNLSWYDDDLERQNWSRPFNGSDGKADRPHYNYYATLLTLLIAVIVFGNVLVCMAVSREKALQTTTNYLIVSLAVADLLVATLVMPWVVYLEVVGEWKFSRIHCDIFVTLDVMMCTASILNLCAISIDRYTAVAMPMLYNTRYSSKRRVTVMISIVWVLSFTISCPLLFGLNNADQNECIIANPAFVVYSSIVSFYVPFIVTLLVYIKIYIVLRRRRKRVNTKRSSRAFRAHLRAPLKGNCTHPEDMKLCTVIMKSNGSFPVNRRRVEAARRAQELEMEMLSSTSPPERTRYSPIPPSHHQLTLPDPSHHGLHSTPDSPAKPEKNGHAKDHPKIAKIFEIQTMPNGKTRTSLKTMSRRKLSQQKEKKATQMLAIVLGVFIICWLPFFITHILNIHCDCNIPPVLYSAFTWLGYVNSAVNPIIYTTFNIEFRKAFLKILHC
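Calcium mobilization kinetics were recorded at 1 s intervals in tetracycline-induced HEK293 T-REx D2 cells, first for 180 s after compound addition and then 180 s after EC80 dopamine.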
12-LOX inh: Primary qHTS assay for inhibitors of human arachidonate 12S-lipoxygenase (ALOX12): Round 2; Polyunsaturated fatty acid lipoxygenase ALOX12 (Homo sapiens), P18054; purified 12hLO, xylenol orange hydroperoxide absorbance; Potency, µM (series often up to 108 µM), inactives show at the top dose activity change, negative = inhibition, hits mostly inhibitors; 1.1% of 580,000 active; further: potency means the concentration at half of the fitted maximal effect; on the % scale 0 is the no-effect control and ±100 the full control effect
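Purified human 12hLO (150 nM final) in 25 mM Hepes, 0.01% Triton X-100, pH 7.0 was preincubated 15 min at room temperature with compound. Then 40 uM arachidonic acid was added, 30 min. Hydroperoxide was read by Fe-XO absorbance ratio 573/405 nm.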
D2 ag: HTS Assay for Allosteric Agonists of the Human D2 Dopamine Receptor: Primary Screen for Agonists | D(2) dopamine receptor (Homo sapiens), P14416 | HEK293 T-REx D2 cells, calcium flux agonist mode | activation, % at 2 µM | 0.53% of 340,000 active | AID 485358, 2010;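 active means activation over 3 SD above normal in the single-dose calcium agonist read, cut at about 30% in these data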; further: 0% is about no effect
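Calcium-flux readout, 1 cycle/sec over 180 s following compound pin transfer, in inducible HEK293 Trex D2 cells (force-coupled); dopamine controls included. Positive calcium responses during this window marked compounds as potential agonists.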
* hit, by the source's call; ? = inconclusive; / = not tested or not shown; & = joins results of further samples; [ ] = another dose, or the depositor's remark. Unless noted, the call rests on the fitted dose curve; in most records, active means well fitted curve in the direction sought with a large enough effect; inconclusive means small, poorly fitted or top-dose-only effect, or another doubt; inactive means no such curve, though single readings can be large; an effect the other way counts as inactive or inconclusive. Not all compounds are listed, so the mix of outcomes need not match the whole.

Sequence of screens – Glioma ERSR ind, ERG Ets-DNA blk, LDHA block, RGS4 inh, Vif-APOBEC3G blk, Vif-APOBEC3F blk, D2 antagonist, 12-LOX inh, D2 ag
COc1cccc(-n2ccnc2SCC(=O)Nc2c(C)cc(C)cc2C)c1
  -3%, 0%, -5, 2%, 7%, 3%, /, ?, 0.9
CN1CCCN(c2ncnc3scc(-c4ccc(F)cc4)c23)CC1
  -3%, -7%, -3, -9%, 0%, 1%, -6, -2%, 0.8
CCOc1ccc2[nH]c(=O)c(CN(Cc3ccccc3OC)C(=O)c3ccccc3)cc2c1
  -1%, 0%, -13, 23%, -29%, -6%, -4, -23%, -0.1
CC(=O)[C@@H]1[C@@H](C(=O)c2ccc(F)cc2)[C@]2(C(=O)Nc3ccccc32)[C@H]2C=Cc3cc(F)ccc3N12
  0%, -3%, 18, -20%, -9%, -15%, -8, ?, 2.0
Cc1onc2c(=O)n(-c3ccccc3)nc(-c3ccccc3)c12
  -4%, 2%, -7, 7%, -3%, -18%, -4, 0%, -2.2
CCOc1ccc(C(=O)CC(C(=O)O)N2CCCCC2)cc1 (configuration not stated)
  -14%, -6%, -7, ?, ?, 1%, -1, /, 0.4
CCOc1ccc(S(=O)(=O)NCCOC)cc1C
  -7%, 0%, -4, 0%, -2%, 7%, 7, -4%, -3.3
CC(C)C(NC(=S)Nc1ccccc1)C(=O)O (configuration not stated)
  -1%, -4%, -4, -24%, -1%, 10%, 7, -10%, -0.2
CC(OC(=O)c1ccc2c(c1)OCO2)C(=O)NC1CCCCC1 (configuration not stated)
  -3%, /, 0, /, 2%, -5%, /, -7%, /
C/C=C/c1ccc(OCCCCn2cncn2)c(OC)c1
  6%, 0%, ?, 18%, 0%, -2%, -11, ?, 0.2
Cc1c(C(=O)NCCN2C(=O)S/C(=C\c3cccnc3)C2=O)cccc1[N+](=O)[O-]
  -4%, -4%, 3, -41%, 2%, -2%, -2, -12%, 0.2
CCOC(=O)N1CCN(C(=O)c2ccccc2NS(=O)(=O)c2ccc(C)cc2)CC1
  -2%, 11%, 0, -7%, -2%, -3%, -22, 0%, -0.1
COc1ccc(-c2csc(NC(=O)CCNC(=O)c3ccco3)n2)cc1OC
  -2%, 12%, -4, 9%, -15%, -3%, 7, 0%, 0.0
Cc1ccc2c(c1)c1c(n2CC(O)CNC(C)(C)C)CCCC1 (configuration not stated)
  1%, -3%, 8, -2%, 9%, 0%, 11, -28%, 1.5
NS(=O)(=O)c1ccc(CCNC(=O)C2Cc3ccccc3CN2C(=O)c2ccco2)cc1 (configuration not stated)
  -4%, 5%, 3, 15%, 1%, -2%, -4, 16%, 0.0
O=C(O)CCC(=O)N1CCc2cc(S(=O)(=O)N3CC=C(c4ccccc4)CC3)ccc21
  -4%, -4%, 1, -6%, 1%, 1%, -13, 2%, 0.6
O=C(NCc1ccccc1)/C(=C\c1cccc([N+](=O)[O-])c1)NC(=O)c1ccco1
  -5%, /, -1, /, 0%, 0%, /, 0%, /
CC(Nc1ccc(-c2nc(-c3cccnc3)no2)cc1[N+](=O)[O-])c1ccccc1 (configuration not stated)
  -1%, 2%, -4, 25%, 1%, -3%, /, -13%, 8.9
O=C(NN=Cc1ccccc1)C(Oc1ccccc1)c1ccccc1 (configuration not stated)
  -6%, /, 4, -2%, -27%, 14%, /, -19%, /
Cc1csc(SCC(=O)NC23CC4CC(CC(C4)C2)C3)n1
  4%, -2%, -5, 5%, 1%, 0%, 4, -2%, 0.7

Compound profiles, from the list above:
Results for `CCOC(=O)N1CCN(C(=O)c2ccccc2NS(=O)(=O)c2ccc(C)cc2)CC1` → Glioma ERSR ind: -2%; ERG Ets-DNA blk: 11%; LDHA block: 0; RGS4 inh: -7%; Vif-APOBEC3G blk: -2%; Vif-APOBEC3F blk: -3%; D2 antagonist: -22; 12-LOX inh: 0%; D2 ag: -0.1
Results for `CC(Nc1ccc(-c2nc(-c3cccnc3)no2)cc1[N+](=O)[O-])c1ccccc1` (configuration not stated) → Glioma ERSR ind: -1%; ERG Ets-DNA blk: 2%; LDHA block: -4; RGS4 inh: 25%; Vif-APOBEC3G blk: 1%; Vif-APOBEC3F blk: -3%; D2 antagonist: /; 12-LOX inh: -13%; D2 ag: 8.9

Additional records:
Sequence of screens – Glioma ERSR ind, ERG Ets-DNA blk, LDHA block, RGS4 inh, Vif-APOBEC3G blk, Vif-APOBEC3F blk, D2 antagonist, 12-LOX inh, D2 ag
Cc1ccc(S(=O)(=O)N2CCN(S(=O)(=O)c3ccc(C)cc3)C2)cc1
  -6%, 6%, -6, -10%, 0%, 2%, -8, 0%, 0.7
COc1ccc(-c2[nH]c3ccccc3c2SCCNC(=O)c2cc3ccccc3oc2=O)cc1
  1%, -7%, -7, 16%, 3%, 0%, 11, 30%, -0.2
CCOc1ccc(CNC(=O)CCC(=O)N2Cc3ccccc3Oc3ncccc32)cc1
  1%&0%, 11%&-1%, 1&3, 7%[11.4 µM], 0%&-2%, -4%&-18%, 1, -7%&-5%, -0.5&0.9
COc1cccc(CNC(=O)CCNS(=O)(=O)c2ccc3c(c2)CCCC(=O)N3)c1
  -5%, 1%, -1, -12%, -7%, -4%, /, 0%, 0.2
O=C(OCc1cn(-c2ccc(Cl)c(Cl)c2)nn1)c1ccccc1
  -5%, -1%, -3, 10%, 1%, -2%, -17, -12%, -0.4
COCc1cccc(-c2csc(C(O)c3ccc(F)c(F)c3)n2)c1 (configuration not stated)
  2%, /, 0, /, -4%, /, /, -7%, /
Cc1cc(C)c(NC(=O)CNC(=O)c2cc(C3CC3)nn2-c2ccccc2)c(C)c1
  -4%, 9%, -6, -16%, 0%, 9%, /, 59%[activator], /
O=C(c1nc2ccc(Cl)cn2c1CN1CCC(O)CC1)N1CCc2ccccc2C1
  -4%, -3%, -11, 14%, 6%, 1%, -20, 2%, 0.0
COc1ccc(S(=O)(=O)NC(CC(=O)NCc2ccc3c(c2)OCO3)c2ccco2)cc1 (configuration not stated)
  -1%, -11%, -2, -2%, 1%, -2%, -14, -21%, -0.2
CCCS(=O)(=O)NC(=O)C1(C)CCN(C(=O)c2sccc2C)C1 (configuration not stated)
  -3%, /, -12, /, 3%, /, /, -7%, /
O=C(Cn1[nH]c(=O)c2ccccc2c1=O)OCC(=O)c1ccccc1Cl
  -3%, 2%, -2, 36%, 1%, ?, /, ?, /
Cc1ccc(O)c(CN(C)Cc2cc(C)ccc2O)c1
  -1%, 5%, 8, -50%, -3%, 4%, /, -13%, /
O=C(CSc1ccc(Cl)cc1)Nc1ccc(N2CCN(C(=O)c3ccco3)CC2)cc1
  -9%, -6%, -5, -15%, -9%, -10%, -18, 1%, -1.2
Cc1ccc(S(=O)(=O)NCCc2cn3ccsc3n2)cc1
  -1%, 0%, -6, 18%, 3%, -11%, /, -25%, 1.4
O=C1NC(=O)/C(=C\c2ccc(Cl)cc2Cl)N1
  -1%, -5%, -5, -19%, -3%, 5%, /, -13%, /
Cc1ccc(NC(=O)c2cc(S(=O)(=O)N3CCCCC3)ccc2N2CCOCC2)cc1F
  -3%, -5%, -4, -3%, 2%, -4%, 7, 0%, -0.1
CCOC(=O)CNC(=O)Cn1cnc2c(nnn2-c2cccc(OC)c2)c1=O
  -6%, 3%, -1, 2%, -4%, 6%, 6, -2%, 1.0
CCCNCc1cc(OC)c(OCCC)cc1Cl
  -2%, -1%, 1, -43%, -5%, 2%, -20, 0%, 0.1
COc1cc(OC)c(S(=O)(=O)Nc2ccccc2N2CCCCC2)cc1NC(C)=O
  -4%, 10%, -5, -3%, -9%, -10%, 1, 0%, 0.9
O=[N+]([O-])c1ccc(C[n+]2cccc3ccc4cccnc4c32)cc1
  -4%, 3%, 4, ?, -3%, 3%, -16, 0%, 0.0
COc1ccc(-c2oc3c(OC)c(OC)c(OC)c(O)c3c(=O)c2OC)cc1OC
  -2%, -8%, 3, -18%, -5%, 0%, -21, 33%[activator], -0.2
COC(C[C@@H](O)CC(=O)[C@H](C)OCc1ccccc1)OC
  -4%, 9%, 3, -3%, 2%, 4%, 16, 0%, -0.3
COc1ccc(CCNC(=O)COc2ccc([N+](=O)[O-])cc2)cc1
  -2%, -2%, -8, ?, 0%, 12%, -33, 4%, -0.2

Limited to D2 ag (four entries from above):
smiles	D2 ag
CCCNCc1cc(OC)c(OCCC)cc1Cl	0.1
COc1cc(OC)c(S(=O)(=O)Nc2ccccc2N2CCCCC2)cc1NC(C)=O	0.9
O=[N+]([O-])c1ccc(C[n+]2cccc3ccc4cccnc4c32)cc1	0.0
COc1ccc(-c2oc3c(OC)c(OC)c(OC)c(O)c3c(=O)c2OC)cc1OC	-0.2

Screening results (PubChem)
